High-throughput results (PubChem BioAssay)
hcGAS lum: human cGAS inhibition; hit rate 0.081% among 290,000; recombinant h-cGAS, ATP depletion, Kinase-Glo luminescence; inhibition, % at 12.5 µM; AID 1259398; Q8N884;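 further: 0% = vehicle reaction and 100% = reaction without DNA for no activity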
Target sequence (Q8N884 whole entry, looked up): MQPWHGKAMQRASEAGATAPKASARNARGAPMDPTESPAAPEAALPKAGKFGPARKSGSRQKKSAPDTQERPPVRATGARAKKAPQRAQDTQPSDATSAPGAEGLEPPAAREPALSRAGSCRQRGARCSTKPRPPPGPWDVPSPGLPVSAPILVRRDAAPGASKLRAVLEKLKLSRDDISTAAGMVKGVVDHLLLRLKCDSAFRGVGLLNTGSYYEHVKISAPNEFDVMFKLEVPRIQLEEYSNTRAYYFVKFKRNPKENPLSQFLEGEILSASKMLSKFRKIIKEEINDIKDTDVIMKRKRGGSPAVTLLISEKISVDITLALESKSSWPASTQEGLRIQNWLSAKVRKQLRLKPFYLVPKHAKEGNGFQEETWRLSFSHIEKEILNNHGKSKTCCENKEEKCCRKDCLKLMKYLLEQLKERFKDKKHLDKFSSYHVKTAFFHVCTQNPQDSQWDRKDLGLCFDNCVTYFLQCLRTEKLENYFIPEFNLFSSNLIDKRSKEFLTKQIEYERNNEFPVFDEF
mcGAS lum: mouse cGAS inhibition by luminescence; inhibition, % at 12.5 µM; recombinant cGAS, Kinase-Glo ATP depletion luminescence; AID 1259399; hit rate 0.15% among 160,000; Q8C6L5;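 further: 0% = negative control wells and 100% = reference inhibitor with no enzyme activity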
NPYLR7 ag: mosquito NPYLR7 agonism. hit rate 0.15% among 270,000. HEK293T NPYLR7/Galpha15, GCaMP6s calcium fluorescence. activation, % at 10 µM. AID 1259423; in the data active means activation above about 40%;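 further: 0% = vehicle and 100% = reference agonist at the receptor; some compounds past the cut are filed as inactive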
Active calls of the source: *; · = no result given; & = joins results of further samples. Unless noted, no stated cut-off is given here; in the data, active means inhibition above about 40%; inactive means the rest.

SMILES	hcGAS lum	mcGAS lum	NPYLR7 ag
Cc1ccc(CN(C(=O)C2CCCC2)c2cccc(CC(=O)NCCN(C)C)c2)cc1	6	1	·
FC(F)Sc1ccc(-n2c(-c3cccnc3)n[nH]c2=S)cc1	-6	-4	3
CCOC(=O)c1cc([N+](=O)[O-])sc1NC(=O)c1ccccc1Br	34	·	27
Cc1ccc2[nH]c3c(=O)n(CC(=O)NCc4c(C)nn(C)c4C)cnc3c2c1	-8	-10	5
NS(=O)(=O)CCNC(=O)C1CC1c1ccc(Cl)cc1Cl (stereo not given)	-11	-15	0
CCN(CC)C(=O)Oc1ccc2c(ccn2Cc2ccccc2Cl)c1NS(=O)(=O)c1ccc(C)cc1OC	2	0	-1
CCc1ccc(CN(C)S(=O)(=O)c2ccc3c(c2)NC(=O)CC(=O)N3)cc1	2	-1	2
Nc1n[nH]c(-c2ccc(Cl)cc2)n1	6	·	2
CN(Cc1ccccc1)C(=O)CN1CN(c2ccccc2)C2(CCN(C(=O)c3ccc(C(F)(F)F)cc3)CC2)C1=O	-7	-5	12
C#Cc1cccc(N(CC)S(=O)(=O)c2ccc(C(=O)O)cc2)c1	6	·	0
Cc1ccccc1Cn1c(C(=O)N2CCN(C(=O)COc3ccccc3)C(C)C2)cc2ccsc21 (stereo not given)	-2	-5	·
c1ccc2c(c1)CCOC2Cn1ccnc1-c1cccc2nonc12 (stereo not given)	-2	-2	1
CCNC(=O)N1CCN2C(=O)CN(C)C(=O)C2C1 (stereo not given)	1	-16	3
COc1ccc(Br)cc1S(=O)(=O)NCc1ccccc1Cl	-7	·	2
CN(C)c1ccc(C(F)(F)F)cc1NC(=O)NC1CCCCC1O (stereo not given)	-2	·	12
O=C(c1ccc(Cl)cc1)N1CCCC(OCc2ccccc2F)C1 (stereo not given)	0	1	-9
Cc1ccccc1-c1nnc(SCC(=O)OC(C)(C)C)n1-c1ccccc1	-1	-3	·
COc1ccc(CCN(Cc2ccc(C)o2)C(=O)CN(CC2CCCO2)C(=O)c2cccc(Br)c2)cc1OC (stereo not given)	-1	-3	3
O=C1CCCN1CC1CCN(C(=O)c2ccc(N3CC=CCC3)nc2)CC1	-5	-18	27
Cn1c2c(c(=O)n(C)c1=O)C(c1cccc(C(F)(F)F)c1)C1=C(N2)c2ccccc2C1=O (stereo not given)	-2	·	3
CSc1nnc2c(n1)OC(c1ccc(OCc3ccccc3)cc1)Nc1ccccc1-2 (stereo not given)	-3	-5	-5
Cn1c(NC(=O)c2cccc(F)c2)cc(=O)n(C)c1=O	-11	-7	10
COc1cccc(COc2coc(CN3CCCN(C(=O)CO[C@@H]4C[C@H](C)CC[C@H]4C(C)C)CC3)cc2=O)c1	-8	-7	13
Fc1ccc(NC(=S)N(Cc2c(-c3ccccc3)noc2N2CCc3ccccc3C2)CC2CCCO2)cc1 (stereo not given)	-7	-5	·
COc1ccc(CNC(=O)Cn2nc3c(c2NC(=O)c2c[nH]c4ccccc24)CSC3)cc1	3	2	-2
CS(=O)(=O)N1CCCN(C(=O)c2ccccc2C(=O)c2ccccc2)CC1	-4	·	-2
COc1cc(Br)cc(/C=N\NC(=O)CCC(=O)Nc2ccc(Cl)cc2C)c1O	-1	·	6
CCOC(=O)N1CCN(C(=O)CCc2ccc(-c3ccc(OC)cc3)n2-c2ccc(SC)cc2)CC1	-1	-7	-2
Cc1cc(Nc2cccc(C(F)(F)F)c2)n2ncc(C#N)c2n1	-8	·	10
CC1Cc2c(NC(=O)Cc3cccs3)nn(C)c2NC1=O (stereo not given)	2	-7	-16
O=S(=O)(c1ccccc1)c1ccc(N2CCN(c3ccccc3)CC2)nn1	-1	-5	·
CCN(Cc1csc(C)n1)C(C)c1cccc(O)c1 (stereo not given)	0&-3	-6	-3&11
O=[N+]([O-])c1ncc(Br)cc1Nc1ccccc1	-6	-3	-1
CC(C)C(=O)c1ccc(-c2ccccc2CN2CCOCC2)s1	-5	-18	8
Cc1ccc(Oc2ncccc2CNC(=O)c2ccc3nccnc3c2)cn1	-5	·	4
CC(=O)NCCC1CCCCN1C(=O)c1cn(Cc2ccccc2F)nn1 (stereo not given)	-9	-8	3
COc1ccc(C(=O)N2CC(c3ccncc3)C2)c(OC)c1OC	-5	-17	0
Cc1ccccc1NC(=O)CCNC(=O)c1ccc2cccnc2n1	-6	-17	-1
C=CCOc1cccc(/C=N\NC(=O)C(=O)Nc2ccccc2OC)c1	0	·	-3
CC1CNC(=O)CCN1C(=O)c1cn2cc(Cl)ccc2n1 (stereo not given)	1	·	7
CC1CCC(N(C)C(=O)C2CCCN(c3ccccn3)C2)CC1 (stereo not given)	-5	·	2
CCCNC(=O)Cn1nnc(-c2ccc(Cl)cc2)n1	-5	·	-3
CCN(CC)S(=O)(=O)c1cccc(NC(=O)c2cc(C3CC3)nc3ccccc23)c1	-5	-5	2
C[N+]1(Cc2ccco2)Cc2ccccc2C1	-2	·	17
O=c1ccc(-c2ccco2)nn1Cc1ccc(F)cc1	-12	·	10
COc1cc(OC)cc(C(=O)N2CCN(c3ccc(Cl)cc3C)C(=O)C2C)c1 (stereo not given)	-2	-3	-3
CN(Cc1ccccc1)c1cc(C(C)(C)C)nc(SCc2cccc(C(=O)NCc3ccccn3)c2)n1	2	4	·
COc1cccc(OC)c1OCc1nc(C(=O)N2CCCCC2)cs1	-4	-6	23
CCC(CC)C(CNC(=O)NCc1ccc(Cl)cc1)N1CCOCC1 (stereo not given)	-3	·	4
Cc1ccc(CN(CCCO)C(=O)c2ccc3ncsc3c2)s1	3	·	-2
CN(C(=O)Cn1nc(C2CC2)c2cnn(-c3cccc(Cl)c3)c2c1=O)c1ccccc1	5	·	-3
Cc1cccc(NC(=O)N2CCOCC(CN(C)C)C2)c1C (stereo not given)	-4	·	8
CC(C)c1ccc(Cc2nnc(NC3CCCC3)[nH]c2=O)cc1	-5	·	12
CCc1cc(CN(C)C(=O)CN2C(=O)NC(=O)C2(C)C)on1	-1	-19	5
CCOC(=O)C1(Cc2ccccc2)CCN(Cc2ccc(C3CCCCO3)s2)CC1 (stereo not given)	-8	-10	25
CSc1ncccc1C(=O)N1CCN(CC(OCc2cccc(C)c2)c2ccc(Cl)cc2)CC1 (stereo not given)	-3	-6	-2
CCC(C(=O)N1CCN(c2nccc(-c3cc(OC)c(OC)c(OC)c3)n2)CC1)c1ccccc1 (stereo not given)	-3	-6	6
CC(C)OCC(O)CNc1ccc(-n2nc(OCc3ccc(F)cc3)nc2-c2ccccc2F)cc1 (stereo not given)	-4	-5	-2
O=C(N=C1N=C2C=CC(Cl)=CN2Cc2ccccc21)c1ccccn1	-11	·	-14
CC1C(=O)SC2(CCCCC2)N1c1ccc(Cl)cc1 (stereo not given)	-2	·	-1

(cont.)
SMILES	hcGAS lum	mcGAS lum	NPYLR7 ag
Cc1ccn2c(=O)c(C(=O)NC(C)c3ccccc3)c(O)nc2c1 (stereo not given)	-5	-6	-2
O=C(NCCc1nc(-c2ccccn2)cs1)C1CC=CCC1 (stereo not given)	-2	·	-5
Cc1ccn2c(=O)c(NC(=O)COc3ccccc3)c(C)nc2c1	3	·	-7
COCCNC(=O)[C@@]1(OCc2cccc(Cl)c2)CC(OCc2ccc(F)cc2)[C@H](O)[C@H](O)C1 (stereo not given in full)	-3	-6	22
O=C(CSc1nc(=O)n2ccccc2n1)NCc1ccccc1Cl	7	7	8
C=CCN1C(=NC(=O)C(CC)CC)SC2CS(=O)(=O)CC21 (stereo not given)	2	-3	·
C=CCN(CC(=O)N1CCc2sccc2C1COc1ccccc1OC)CC(O)COCC(C)C (stereo not given)	-4	-6	5
Cc1ccc(-n2ncc3c(C)nnc(SCC(=O)Nc4ccccc4F)c32)cc1C	-7	-13	-8
CCOC(=O)c1c(C)n(C(=O)c2ccco2)c(=O)n1C(=O)c1ccco1	-7	-2	12
CC(C)c1ccc(NC(=O)c2nn(CCOc3ccc(F)cc3)c3ccccc23)cc1	-3	-5	14
COc1ccc(C2=NN(C(=O)CN3CCCC3)C(c3ccccc3C)C2)cc1 (stereo not given)	-7	-7	-3
Cc1c(C)c(C)c(S(=O)(=O)N2CCN(C(=O)CNC(=O)C3CC3C)CC2)c(C)c1C (stereo not given)	-5	·	-4
Cc1ccc(NC(=O)N2CCN(C(=O)c3cc4ccsc4n3CCCc3ccccc3)CC2C)cc1 (stereo not given)	-1	-3	0
Cc1cc(C)nc(SCc2cc(=O)c(OC(=O)c3ccc(C(F)(F)F)cc3)co2)n1	-3	-1	-13
CCCOc1cccn2c(N(C)C(=O)OCC)c(CC)nc12	-7	-3	7
COc1ccc(NC(=O)NCCC(=O)OCc2cc(C)no2)cc1	-8	-15	1
COC(=O)C[C@@]1(C(=O)OC)N[C@H](c2ccc(O)cc2)[C@@H]2C(=O)N(C)C(=O)[C@@H]21	-6	·	14
Cc1cc(C)n(-c2cc(NCCNC(=O)Nc3cccc(F)c3C)ncn2)n1	3	-2	-11
COc1ccc(-n2c(C)c(C)n3c4c(=O)n(C(C)C(C)=O)c(=O)n(C)c4nc23)c(OC)c1 (stereo not given)	-7	-9	·
COc1ccccc1N1CCN(Cc2cc(=O)c(OCC(=O)NC3CCCC3)co2)CC1	-4	-7	4
COCCOC(=O)C1=C(C)N(C)C(=S)NC1c1ccc(NC(=O)C2CCCCC2)cc1 (stereo not given)	-8	-7	·
COc1ccc(C2CC2C(=O)N(C)c2cc(C(C)C)[nH]n2)cc1 (stereo not given)	-2	·	10
O=C(c1cccn1Cc1cccs1)N1CCC(c2ccccc2)C1 (stereo not given)	-4	·	2
CC1(C)Cc2c(cnn2-c2cccc(F)c2)C(NCc2ccc3c(c2)CCO3)C1 (stereo not given)	-6	-9	1
O=C(c1cc2n(n1)CCN(Cc1c(F)cccc1Cl)C2=O)N1CCN(c2cccc(C(F)(F)F)c2)CC1	2	-5	10
CCn1c(=O)c(C(=O)NCc2cccnc2)nn(-c2cccc(C)c2)c1=O	-9	-6	-6
CNC(=O)CSc1nc2c(cnn2Cc2ccc(F)cc2)c(=O)[nH]1	-10	·	0
NC(=O)C1CCN(C(=O)c2cc(S(=O)(=O)N3CCc4ccccc4C3)ccc2Cl)CC1	-2	·	6
CN1C(=S)N(c2ccc(Oc3ccccc3)cc2)C(=O)/C1=C\c1ccccc1OCC(=O)O	-5	0	23
Cn1nc2n(c1=O)CC(C(=O)NCCCCN1CCCCCC1)CC2 (stereo not given)	-7	-6	·
Cc1cc(C)c(C)c(OCc2nc(CN(C(=O)c3cccc(Br)c3)C3CC3)cs2)c1	-4	-4	15
O=C(CCl)Nc1cc(C2CC2)nn1-c1ccccc1	2	0	1
Cc1ccc2c(c1)CCCN2C(=O)CN(C)C(C)c1ccon1 (stereo not given)	-5	·	3
Cc1cc(C)n(C2=NS(=O)(=O)c3ccccc32)n1	-1	-4	10
O=C(NC1(C(F)(F)F)C(=O)Nc2c1c(=O)[nH]c(=O)n2-c1ccc(Cl)cc1)c1ccco1 (stereo not given)	-4	·	-4
CCN1CCc2nc(NC(=O)CNC(=O)COc3ccccc3)sc2C1	-2	·	-6

Reformatted as comma-separated lines: 19 of the compounds above
Structure,hcGAS lum,mcGAS lum,NPYLR7 ag
Cc1cc(C)n(-c2cc(NCCNC(=O)Nc3cccc(F)c3C)ncn2)n1,3,-2,-11
COc1ccc(-n2c(C)c(C)n3c4c(=O)n(C(C)C(C)=O)c(=O)n(C)c4nc23)c(OC)c1 (stereo not given),-7,-9,·
COc1ccccc1N1CCN(Cc2cc(=O)c(OCC(=O)NC3CCCC3)co2)CC1,-4,-7,4
COCCOC(=O)C1=C(C)N(C)C(=S)NC1c1ccc(NC(=O)C2CCCCC2)cc1 (stereo not given),-8,-7,·
COc1ccc(C2CC2C(=O)N(C)c2cc(C(C)C)[nH]n2)cc1 (stereo not given),-2,·,10
O=C(c1cccn1Cc1cccs1)N1CCC(c2ccccc2)C1 (stereo not given),-4,·,2
CC1(C)Cc2c(cnn2-c2cccc(F)c2)C(NCc2ccc3c(c2)CCO3)C1 (stereo not given),-6,-9,1
O=C(c1cc2n(n1)CCN(Cc1c(F)cccc1Cl)C2=O)N1CCN(c2cccc(C(F)(F)F)c2)CC1,2,-5,10
CCn1c(=O)c(C(=O)NCc2cccnc2)nn(-c2cccc(C)c2)c1=O,-9,-6,-6
CNC(=O)CSc1nc2c(cnn2Cc2ccc(F)cc2)c(=O)[nH]1,-10,·,0
NC(=O)C1CCN(C(=O)c2cc(S(=O)(=O)N3CCc4ccccc4C3)ccc2Cl)CC1,-2,·,6
CN1C(=S)N(c2ccc(Oc3ccccc3)cc2)C(=O)/C1=C\c1ccccc1OCC(=O)O,-5,0,23
Cn1nc2n(c1=O)CC(C(=O)NCCCCN1CCCCCC1)CC2 (stereo not given),-7,-6,·
Cc1cc(C)c(C)c(OCc2nc(CN(C(=O)c3cccc(Br)c3)C3CC3)cs2)c1,-4,-4,15
O=C(CCl)Nc1cc(C2CC2)nn1-c1ccccc1,2,0,1
Cc1ccc2c(c1)CCCN2C(=O)CN(C)C(C)c1ccon1 (stereo not given),-5,·,3
Cc1cc(C)n(C2=NS(=O)(=O)c3ccccc32)n1,-1,-4,10
O=C(NC1(C(F)(F)F)C(=O)Nc2c1c(=O)[nH]c(=O)n2-c1ccc(Cl)cc1)c1ccco1 (stereo not given),-4,·,-4
CCN1CCc2nc(NC(=O)CNC(=O)COc3ccccc3)sc2C1,-2,·,-6
